# Assay outcomes deposited in PubChem BioAssay by National Center for Advancing Translational Sciences (NCATS).
# Vif-APOBEC3F blk: qHTS for Inhibitors of Vif-A3F Interactions: qHTS; HeLa A3F-eYFP + Vif (tagged APOBEC3F with the HIV-1 protein that degrades it), YFP fluorescence increase; Potency, µM (series often up to 46.1 µM), for the others: at the highest dose activity, negative = active; actives 0.2% (n = 390,000); AID 602313, 2012; further: % of control where 0% means no effect; nearly all actives have a fitted effect of over 65% in size
#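 HeLa cells stably expressing A3F-eYFP plus Vif, plated and incubated overnight at 37 deg C, then exposed to compounds overnight at 37 deg C. Blocked degradation read as raised yellow fluorescence (Ex 488/Em 500-530).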
# mIDH1 inhibitor: qHTS for Inhibitors of mutant isocitrate dehydrogenase 1 (IDH1): qHTS; Isocitrate dehydrogenase [NADP] cytoplasmic (Homo sapiens), O75874; IDH1-R132H enzyme, NADPH consumption, diaphorase/resazurin fluorescence; Potency, µM (doses to about 76.6 µM), without a hit: top-dose activity change, negative = inhibition, hits mostly inhibitors; actives 0.093% (n = 390,000); AID 602179, 2012; further: on the % scale 0 is the no-effect control and ±100 the full control effect; nearly all actives have a fitted effect of over 65% in size
# Target sequence (O75874 whole entry R132H, stated change not applied): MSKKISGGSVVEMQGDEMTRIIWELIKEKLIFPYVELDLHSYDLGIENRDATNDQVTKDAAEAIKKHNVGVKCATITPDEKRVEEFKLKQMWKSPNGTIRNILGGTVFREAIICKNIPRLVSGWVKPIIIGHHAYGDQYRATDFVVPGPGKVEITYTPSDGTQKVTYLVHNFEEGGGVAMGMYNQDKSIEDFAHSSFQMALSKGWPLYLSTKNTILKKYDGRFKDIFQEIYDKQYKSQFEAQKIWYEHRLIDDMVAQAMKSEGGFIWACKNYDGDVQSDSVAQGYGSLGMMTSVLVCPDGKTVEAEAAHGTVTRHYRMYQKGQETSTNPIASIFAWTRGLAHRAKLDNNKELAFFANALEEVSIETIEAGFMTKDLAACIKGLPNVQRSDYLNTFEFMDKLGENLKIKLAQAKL
#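 IDH1-R132H (0.5 ug/mL dispensed) in pH 7.5 Tris buffer was preincubated 30 min with compound, then given a substrate mix of 0.016 mM NADPH and 2 mM alpha-KG for 80 min at room temperature; remaining NADPH was read by diaphorase/resazurin fluorescence.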
# USP1-UAF1 inh: Inhibitors of USP1/UAF1: Primary Screen; Ubiquitin carboxyl-terminal hydrolase 1 (Homo sapiens), O94782; Potency, µM (doses to about 57.1 µM), for inactives: at the highest dose activity change, negative = inhibition, most hits filed as inhibitors; recombinant USP1/UAF1, Ub-Rhodamine cleavage fluorescence; actives 0.23% (n = 390,000); further: on the % scale 0 is the no-effect control and ±100 the full control effect; nearly all actives have a fitted effect of over 60% in size; inactives centre near -12
#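 1 nM enzyme complex + cpd, 15 min RT; start with Ub-Rho 150nM final; kinetic fluorescence ex 480/em 540, 6 reads q60 s. Buffer 50mM HEPES pH 7.8, 0.5mM EDTA, 0.1 mg/ml BSA, 1mM TCEP, 0.01% Tween-20.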
# RGS4 inhibitor: Inhibitors of Regulator of G Protein Signaling (RGS) 4: qHTS. Regulator of G-protein signaling 4 (Homo sapiens), P49798. Transcreener GDP fluorescence polarization, RGS4-accelerated GTP hydrolysis. Potency, µM (doses to about 114 µM), inactives show top-dose activity change, negative = inhibition, usual class: inhibitors. actives 0.039% (n = 390,000). AID 504845, 2011; further: on the % scale 0 is the no-effect control and ±100 the full control effect; nearly all actives have a fitted effect of over 75% in size; some results filed as inactive show a strong effect at the top dose
# Target sequence (P49798 whole entry, looked up): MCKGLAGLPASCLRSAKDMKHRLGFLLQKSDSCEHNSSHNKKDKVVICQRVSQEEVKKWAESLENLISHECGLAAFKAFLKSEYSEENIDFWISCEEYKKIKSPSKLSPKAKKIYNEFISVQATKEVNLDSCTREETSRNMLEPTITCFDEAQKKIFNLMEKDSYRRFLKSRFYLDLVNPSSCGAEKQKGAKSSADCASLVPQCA
#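 MLSMR compounds (23 nl, pin-transferred) preincubated 10 min at room temperature with a 500nM (2x) first reagent, then RGS4 at 900nM (2x) plus Transcreener GDP mix added; fluorescence polarization (620/688 nm) read before and after 90 min at 30 °C.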
# Vif-APOBEC3G blk: qHTS for Inhibitors of Vif-A3G Interactions: qHTS; DNA dC->dU-editing enzyme APOBEC-3G (Homo sapiens), Q9HC16; Potency, µM (top dose mostly 46.1 µM), inactives show at the highest dose activity, negative = active, usual class: inhibitors; HeLa A3G-eYFP + Vif (tagged APOBEC3G with the HIV-1 protein that degrades it), YFP fluorescence, overnight; actives 0.076% (n = 410,000);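 further: on the % scale 0 is the no-effect control and ±100 the full control effect; nearly all actives have a fitted effect of over 60% in size; hits raise eYFP signal because A3G escapes Vif-driven loss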
# Target sequence (Q9HC16 whole entry, looked up): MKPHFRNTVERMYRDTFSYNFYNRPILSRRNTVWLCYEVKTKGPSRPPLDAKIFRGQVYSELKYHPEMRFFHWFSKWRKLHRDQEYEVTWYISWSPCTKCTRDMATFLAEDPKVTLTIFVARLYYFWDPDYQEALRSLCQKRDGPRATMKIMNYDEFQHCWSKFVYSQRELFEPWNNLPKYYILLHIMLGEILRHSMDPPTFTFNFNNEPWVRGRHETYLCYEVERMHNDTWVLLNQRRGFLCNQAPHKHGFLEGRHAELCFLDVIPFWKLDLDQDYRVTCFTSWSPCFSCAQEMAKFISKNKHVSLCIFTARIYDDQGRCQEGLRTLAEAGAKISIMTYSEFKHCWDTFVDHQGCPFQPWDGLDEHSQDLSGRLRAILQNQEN
#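 Read-out is eYFP fluorescence (Ex 488/Em 500-530) from Vif-expressing HeLa A3G-eYFP cells; more signal means A3G escaped Vif-mediated degradation. Cells plated overnight, compound pinned in, incubated overnight at 37 deg C.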
# ALOX12 inh: Primary qHTS assay for inhibitors of human arachidonate 12S-lipoxygenase (ALOX12): Round 2; actives 1.1% (n = 580,000); Potency, µM (series often up to 108 µM), for the others: at the highest dose activity change, negative = inhibition, hits mostly inhibitors; AID 1671190, 2021; purified 12hLO, xylenol orange hydroperoxide absorbance; further: on the % scale 0 is the no-effect control and ±100 the full control effect
#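 Purified human 12hLO (150 nM final) in 25 mM Hepes, 0.01% Triton X-100, pH 7.0 was preincubated 15 min at room temperature with compound. Then 40 uM arachidonic acid was added, 30 min. Hydroperoxide was read by Fe-XO absorbance ratio 573/405 nm.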
# TrxR1 inh: qHTS Assay for Inhibitors of Mammalian Selenoprotein Thioredoxin Reductase 1 (TrxR1): qHTS | recombinant rTrxR1, NADPH fluorescence consumption, selenite substrate | Potency, µM (top dose mostly 114 µM), for inactives: at the top dose activity change, negative = inhibition, usual class: inhibitors | actives 1% (n = 390,000) | AID 588453, 2011; further: on the % scale 0 is the no-effect control and ±100 the full control effect; nearly all actives have a fitted effect of over 65% in size
#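 Rat TrxR1 (90 nM in the dispensed reagent) was pre-reduced with 400 uM NADPH for 5 min at room temperature, then incubated with compound for 15 min. After 400 uM selenite was added, NADPH fluorescence (Ex 340/Em 450 nm) was followed for 8 min.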
# RXFP1 agonist: qHTS Assay for Agonists of the Relaxin Receptor RXFP1. AID 2676, 2010. Relaxin receptor 1 (Homo sapiens), Q9HBX9. HEK293T-RXFP1 cAMP TR-FRET, 30 min; response scale: percent of porcine relaxin response, buffer zero. Potency, µM (highest dose often 57.5 µM), without a hit: at the highest dose activation, hits mostly activators. actives 0.3% (n = 370,000); further: on the % scale 0 is the no-effect control and ±100 the full control effect; nearly all actives have a fitted effect of over 60% in size; many of its hits are not listed in these tables
#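 HEK293T cells stably expressing RXFP1 were pretreated with the PDE4 inhibitor Ro 20174, exposed to compounds for 30 min at 37C, lysed, and cAMP was read by TR-FRET. Data normalized to buffer (basal) and 29 nM porcine relaxin (100%).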
# TrxR1 substrate: qHTS Assay for Substrates of Mammalian Selenoprotein Thioredoxin Reductase 1 (TrxR1): qHTS. actives 0.01% (n = 390,000). Potency, µM (top dose mostly 114 µM), without a hit: at the top dose activity change, negative = substrate turnover. Thioredoxin reductase 1, cytoplasmic (Rattus norvegicus), O89049. purified TrxR1 substrate turnover, NADPH consumption readout; further: on the % scale 0 is the no-effect control and ±100 the full control effect; nearly all actives have a fitted effect of over 50% in size
#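 Rat TrxR1, dispensed at 90 nM, was prereduced with 400 uM NADPH (final) for 5 min at ~22 deg C, then incubated with compound 15 min before 400 uM selenite. A first-read NADPH fluorescence drop versus no-compound background flagged substrates.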
# * = called active by the depositor; ? = inconclusive; · = not tested or not shown; & = joins results of further samples; [ ] = remark or other dose. The call rests on the fitted dose curve; in most records, active means well fitted curve in the direction sought with a large enough effect; inconclusive means small, poorly fitted or top-dose-only effect, or another doubt; inactive means no such curve, though single readings can be large; an effect the other way counts as inactive or inconclusive. Potency means the concentration at half of the fitted maximal effect. A portion of the library; count on the stated rates, not on these rows.
SMILES,Vif-APOBEC3F blk,mIDH1 inhibitor,USP1-UAF1 inh,RGS4 inhibitor,Vif-APOBEC3G blk,ALOX12 inh,TrxR1 inh,RXFP1 agonist,TrxR1 substrate
CS(=O)(=O)N(CCC(=O)O)Cc1ccccc1,-6%,6%,-4%,?,1%,0%,45%[57.1 µM],0.2%,16%
CC(C)(C)OC(=O)CNC(=O)c1[nH]cnc1C(=O)NCCCCCN,1%,-1%,?,11%,1%,1%,7%,0.8%,-3%
Cc1cc(C)n(-c2nc(C)c(C)c(=O)n2CC(=O)Nc2ccc([N+](=O)[O-])cc2)n1,3%,-12%,-7%,10%,2%,-18%,15%[57.1 µM],-1.0%,2%[57.1 µM]
O=C1CC(c2ccc(F)cc2)CC(O)=C1C=NCCN1CCNCC1 (stereo not drawn),·,2%,-7%,-13%,0%,10%,-4%,·,2%
COc1ccc(NC(=O)CSc2ncccc2C(=O)OC(C)C)cc1OC,-4%,1%,-1%,10%,0%,0%,25%[57.1 µM],2.0%,7%[57.1 µM]
CCOC(=O)NC(=O)CSc1nc(-c2ccc(C)c(C)c2)cn1-c1ccccc1,1%,2%,-15%,-16%,-3%,9%,-10%,0.1%,-12%
Cn1c(=O)c2c([nH]c(OCc3ccc(Cl)cc3Cl)[n+]2Cc2ccc(F)cc2)n(C)c1=O,-4%,3%,-6%,11%,3%,35%[activator],37%[activator],0.0%,9%
CCCCNC(=O)NNC(=O)c1cc(C)on1,-38%,-3%,-11%,28%,-1%,82%[activator],13%,-1.0%,6%[57.1 µM]
COc1ccc(NS(=O)(=O)c2ccc3oc(SC)nc3c2)cc1,12%,6%,-23%,?,2%,?,25%,5.8%,4%
O=C(O)c1ccc(-c2sc(Nc3ccccc3)n[n+]2-c2ccc(F)cc2)cc1,1%,17%,-20%,-31%,5%,·,-12%,-3.4%,-2%
CN(C)c1ccc(/C=N/N(CCC(=O)NC(C)(C)C)C2=NS(=O)(=O)c3ccccc32)cc1,5%,-5%,-13%,6%,-1%,0%,-2%,0.2%,-8%
CCCN1CCN(C(=O)c2ccc3[nH]c(C)c(C)c3c2)CC1,-5%,-5%,-13%,·,2%,-12%&1%,·,·,·
COc1ccc(/C(N)=N/OC(=O)N2CCOCC2)cc1,-10%,5%,2%,-17%,-7%,15%,16%[57.1 µM],-4.5%,8%[57.1 µM]
Cn1c(NCCCCO)nc2c1c(=O)n(Cc1ccc(Cl)cc1)c(=O)n2C,1%,-8%,-25%,15%,-7%,-11%&-24%,24%,0.0%,5%
COc1ccc2c(Cl)c(C(N)=O)sc2c1,4%,7%,-5%,5%,0%,?,4%,?,3%
CCOC(=O)c1cn(CC)c2cc3c(cc2c1=O)OCO3,-2%,-9%,-14%,6%,-6%,-15%,20%,0.0%,12%
Cc1cccc(OC(=O)n2c(=S)oc3cc(Cl)ccc32)c1,1%,0%,-7%,-41%,-5%,?,-15%,2.2%,0%
Cc1noc(C)c1NC(=O)N(C)C[C@@H]1Oc2cc(Br)ccc2S(=O)(=O)N([C@@H](C)CO)C[C@H]1C,0%,-7%,-17%,·,-1%,-1%,·,·,·
CSc1cccc(-c2nnc(NC(=O)c3ccc4c(c3)OCCO4)o2)c1,?,21%,-24%,10%,-24%,?,5%[57.1 µM],-4.9%,-8%[57.1 µM]
CCCCN(CC)C(=O)CSc1c2c(nc3ccc(Cl)cc13)CCCC2,1%,-8%,-10%,-25%,-10%,0%,0%,11%,-2%
Nc1c2c3c(sc2nc(=O)n1N)CCCC3,-7%,14%,-15%,-52%[56.9 µM],5%,0%,-13%,5.7%,15%
CC(C)OP(=O)(c1ccc(N(C)C)cc1)C(O)c1ccncc1 (stereo not drawn),1%,-3%,-22%,-12%,0%,0%,12%,-3.8%,7%
COc1ccc(NC(=O)c2cnc(Nc3ccc(C)c(Cl)c3)c3ccccc23)cc1OC,1%,0%,-13%,-5%,-2%,-8%,14%,6.9%,9%
CN(c1ccccc1)S(=O)(=O)c1cccc(NS(=O)(=O)c2cccc(C(=O)O)c2)c1,-7%,0%,2%,13%,-1%,330%[activator],2%,-3.0%,-4%
O=C(Nc1cccc(C(=O)Nc2cccc(Br)c2)c1)c1ccccc1,6%,-3%,-23%,7%,0%,-1%,16%,0.6%,2%
SMILES,Vif-APOBEC3F blk,mIDH1 inhibitor,USP1-UAF1 inh,RGS4 inhibitor,Vif-APOBEC3G blk,ALOX12 inh,TrxR1 inh,RXFP1 agonist,TrxR1 substrate
CCN=C1SC(CC(=O)NCCc2ccc(OC)cc2)C(=O)N1CC (stereo not drawn),-6%,0%,-5%,27%,3%,-5%,12%,-1.5%,3%
COc1cc(C)c2sc3ccccc3c(=O)c2c1NCCN(C)C,8%,12%,-25%,·,6%,?,·,·,·
CCOC(=O)c1ccc(NC(=S)N(Cc2cccnc2)Cc2ccco2)cc1,-6%,17%,0%,-10%,-1%,?,24%[57.1 µM],4.3%,6%[57.1 µM]
Cc1nc(N2CCN(c3ccccc3F)CC2)[nH]c(=O)c1C,1%,10%,-10%,15%,0%,-13%,30%,0.2%,6%[2.29 µM]
CCc1nnc(NC(=O)C2CCCN2S(=O)(=O)c2ccccc2)s1 (stereo not drawn),-1%,-2%,-10%,6%,-1%,24%,15%,-0.8%,1%
COc1cccc(NC(=O)Cn2c(=O)ccc3cc(S(=O)(=O)N4CCC(C)CC4)ccc32)c1,-7%,3%,-11%,-17%,0%,?,9%[57.1 µM],-1.3%,-8%[57.1 µM]
CC(C)Cc1cc(C(=O)NCc2ccc(Cl)cc2)no1,-9%,8%,?,-5%,-6%,-11%,19%,-0.2%,5%
CCOc1ccc(S(=O)(=O)N2CCC(C(=O)OC(C)C(=O)N(C)C3CCCCC3)CC2)cc1 (stereo not drawn),-5%,-8%,-14%,18%,1%,·,0%,1.1%,-5%
COc1cc(NC(=O)c2ccc(Cl)cc2)c2ncccc2c1,?,6%,-8%,-8%,1%,9%,-1%,15%,24%
CC1Cc2cc(/C=C3/SC(=S)N(C)C3=O)ccc2O1 (stereo not drawn),10%,0%,-19%,-6%,-12%,-32%,16%,2.6%,-1%
O=C(O)C1CCCCC1C(=O)Nc1ccc2c(c1)OCO2 (stereo not drawn),-19%,0%,-24%,-18%,0%,-41%,6%,6.4%,-3%
COc1ccccc1C(=O)NCCC(=O)NCCC12CC3CC(CC(C3)C1)C2,-11%,3%,-1%,22%,3%,8%,-14%,0.0%,-18%
O=C(O)C1C2CC2CN1C(=O)c1ccc(Cl)cc1 (stereo not drawn),4%,7%,-8%,-49%,2%,-10%,27%[57.1 µM],0.6%,-13%[57.1 µM]
CCC(C)NC(=O)c1c(C)cc(=O)oc1C (stereo not drawn),0%,1%,-13%,13%,0%,-15%,10%,-0.4%,-7%
C=CCn1c(C)cc(C(=O)COC(=O)CNC(=O)c2ccccc2)c1C,6%,-1%,-16%,13%,2%,8%,-4%,7.3%,-3%
COc1ccc(C2C3=C(CC(C)(C)CC3=O)N(C)C3=C2C(=O)CC(C)(C)C3)cc1OC,4%,-1%,?,?,0%,2%,6%[57.1 µM],0.4%,-6%[57.1 µM]
COc1cccc(-c2ncc3ccccc3c2COC(=O)CCC(=O)O)c1,1%,-10%,-35%,2%,0%,1%,5%,2.1%,4%
Cc1nnc(SCC(=O)Nc2nsc(-c3ccc(Cl)cc3)n2)s1,4%,-2%,-10%,16%,0%,-9%,11%,12%,4%
O=C(CN1CCN(Cc2ccccc2F)C1=O)NCCN1CCOCC1,-8%,-13%,-23%,-4%,3%,9%,4%,1.7%,1%
Cc1oc(-c2ccccc2)nc1CSc1nc2c(c(=O)[nH]1)CCC2,-5%,-2%,-24%,0%,3%,?,25%,-0.7%,5%
CC(C)NCc1cccc([N+](=O)[O-])c1,5%,4%,-17%,-18%,2%,-12%,13%[57.1 µM],0.9%,-17%[57.1 µM]

# Some of these compounds in order of the TrxR1 substrate value, ascending:
Molecule	TrxR1 substrate
CCc1nnc(NC(=O)C2CCCN2S(=O)(=O)c2ccccc2)s1 (stereo not drawn)	1%
Cc1nnc(SCC(=O)Nc2nsc(-c3ccc(Cl)cc3)n2)s1	4%
Cc1oc(-c2ccccc2)nc1CSc1nc2c(c(=O)[nH]1)CCC2	5%
